Bioassay records deposited in PubChem by National Center for Advancing Translational Sciences (NCATS).
TbPYK inhibitor = T. brucei pyruvate kinase inhibition; TbPYK enzyme, Kinase-Glo Plus ATP luminescence, 45 min; Potency, µM (titrated, usually from 76.8 µM), without a hit: at the top dose activity, negative = inhibition, hits mostly inhibitors; 0.12% of 410,000 active; AID 624173; active means well fitted inhibition curve with a large enough effect; inconclusive means small, poorly fitted or top-dose-only effect; further: nearly all actives have a fitted effect of over 50% in size
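Assay buffer: 50 mM TEA pH 7.2, 100 mM KCl, 10 mM MgCl2, 0.05% BSA, 0.01% Tween-20. Pyruvate kinase from T. brucei plus substrate met compound, then ADP (130 uM final). Luminescence was read post 45 min RT.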
Starred values were filed as active, the others as inactive; ? = inconclusive; [ ] = remark or other dose. On the % scale 0 is the no-effect control and ±100 the full control effect; potency means the concentration at half of the fitted maximal effect. A portion of the library (hit frequency here may not be typical).

SMILES	TbPYK inhibitor
N#CC1C(=O)NC(=O)C(C#N)C12CCCc1sccc12 (stereo not drawn)	0.0%
Cc1ccc(Oc2c(C(F)(F)F)oc3cc(OCC(=O)NC4CCCCC4)ccc3c2=O)cc1	1.6%
CCc1c(C)sc2c1CCN(C(=O)Nc1ccccc1C(=O)OC)C2c1ccc(F)cc1 (stereo not drawn)	3.7%
O=C(/C=C/[C@H]1O[C@@H](n2ccc(=O)[nH]c2=O)[C@H](O)[C@@H]1O)NCCN1CCOCC1	3.6%
CCc1nc2c(OCCc3cccc(OC)c3)cccn2c1N(C=O)Cc1ccccc1	-2.6%
Cc1cc(N(CCCl)CCCl)ccc1/C=N/N=C(\N)c1cnccn1	-10.3%
NC(CCc1ccccc1)c1csc(NC(=O)NCCc2ccccc2)n1 (stereo not drawn)	1.8%
Cc1ccc(Cn2nnc3c(=O)[nH]c(C4CCN(C(=O)Cc5ccccc5F)CC4)nc32)cc1	-7.4%
CC1(C(=O)NS(=O)(=O)c2cccc(C#N)c2)CCN1C(=O)c1cccc2ccccc12 (stereo not drawn)	-1.1%
CC(=O)Nc1ccc(NS(=O)(=O)c2cc(Br)cc3c2N(C(=O)C2CC2)CC3)cc1	0.3%
CCCCn1nnnc1C(c1ccccc1)N1CCN(C(=O)C2CCCO2)CC1 (stereo not drawn)	2.0%
C[C@H](NC(=O)OC(C)(C)C)c1nnc(SCc2ccc(Cl)cc2Cl)o1	3.4%
OC[C@@H]1CN(Cc2cccnc2)C[C@H](n2cnc3c(N4CCN(c5ccccc5)CC4)ncnc32)O1	-7.4%
CCc1ccc(N2C(=O)N(CC(=O)C(C)(C)C)c3ccccc3S2(=O)=O)cc1	-3.7%
CC(C)C[C@H]1COCCS(=O)(=O)N1Cc1ccccc1F	0.6%
O=C(/C=C/c1ccccc1)Nc1nc(-c2cccs2)ns1	19.7%
Cc1onc(-c2ccccc2)c1C(=O)N1CCCC(C)(C(=O)NS(=O)(=O)C2CC2)C1 (stereo not drawn)	0.2%
COc1cc(OC)c(C(=O)NNC(=O)c2ccc(NS(=O)(=O)c3cccs3)cc2)cc1OC	-5.2%
CCOc1ccc(C(=O)Nc2ccc3nc(SCCOc4ccccc4)sc3c2)cc1	0.9%
Cn1cnc(S(=O)(=O)N2CCC(C(=O)N3CCN(c4cccc(C(F)(F)F)c4)CC3)CC2)c1	4.4%

Shown comma-delimited: 15 of the compounds above.
Structure,TbPYK inhibitor
CCc1c(C)sc2c1CCN(C(=O)Nc1ccccc1C(=O)OC)C2c1ccc(F)cc1 (stereo not drawn),3.7%
O=C(/C=C/[C@H]1O[C@@H](n2ccc(=O)[nH]c2=O)[C@H](O)[C@@H]1O)NCCN1CCOCC1,3.6%
CCc1nc2c(OCCc3cccc(OC)c3)cccn2c1N(C=O)Cc1ccccc1,-2.6%
Cc1cc(N(CCCl)CCCl)ccc1/C=N/N=C(\N)c1cnccn1,-10.3%
NC(CCc1ccccc1)c1csc(NC(=O)NCCc2ccccc2)n1 (stereo not drawn),1.8%
Cc1ccc(Cn2nnc3c(=O)[nH]c(C4CCN(C(=O)Cc5ccccc5F)CC4)nc32)cc1,-7.4%
CC1(C(=O)NS(=O)(=O)c2cccc(C#N)c2)CCN1C(=O)c1cccc2ccccc12 (stereo not drawn),-1.1%
CC(=O)Nc1ccc(NS(=O)(=O)c2cc(Br)cc3c2N(C(=O)C2CC2)CC3)cc1,0.3%
CCCCn1nnnc1C(c1ccccc1)N1CCN(C(=O)C2CCCO2)CC1 (stereo not drawn),2.0%
C[C@H](NC(=O)OC(C)(C)C)c1nnc(SCc2ccc(Cl)cc2Cl)o1,3.4%
OC[C@@H]1CN(Cc2cccnc2)C[C@H](n2cnc3c(N4CCN(c5ccccc5)CC4)ncnc32)O1,-7.4%
CCc1ccc(N2C(=O)N(CC(=O)C(C)(C)C)c3ccccc3S2(=O)=O)cc1,-3.7%
CC(C)C[C@H]1COCCS(=O)(=O)N1Cc1ccccc1F,0.6%
O=C(/C=C/c1ccccc1)Nc1nc(-c2cccs2)ns1,19.7%
Cc1onc(-c2ccccc2)c1C(=O)N1CCCC(C)(C(=O)NS(=O)(=O)C2CC2)C1 (stereo not drawn),0.2%

Remaining list, next part.
SMILES	TbPYK inhibitor
CC(=O)c1cccc(-c2ccnc3c2CC(C(=O)NCc2ccncc2)O3)c1 (stereo not drawn)	5.3%
CCC(C(=O)Nc1cc(OC)ccc1OC)n1c(=O)c(C(F)(F)F)nc2ccccc21 (stereo not drawn)	-6.9%
CC(CNC(=O)c1ccccc1[N+](=O)[O-])NC(=O)c1ccccc1[N+](=O)[O-] (stereo not drawn)	-8.6%
CCc1ccc(NC(=O)CSc2nc(=O)n(Cc3ccccn3)c3c2CCC3)cc1	-3.6%
CCn1cc(C(=O)OCC(=O)Nc2cc(Cl)ccc2C)c(=O)c2ccc(C)nc21	3.4%
COc1cccc(CNC(=O)CSc2ncc3c(n2)-c2cc(Cl)ccc2N(C)S3(=O)=O)c1	-1.4%
CCOc1ccc2nc(N3CCCC(C(=O)Nc4ccc(OC)cc4)C3)sc2c1 (stereo not drawn)	4.0%
CCc1ccc(CNC(=O)Cn2nc(C)c3nn(-c4ccc(Cl)cc4)c(C)c3c2=O)cc1	0.9%
CCOc1ccc(OCCC(=O)N(CC)CC(=O)Nc2ccccc2OC)cc1	-3.8%
COc1cccc(CN(C(=O)c2oc3cc(C)ccc3c2C)C2CCS(=O)(=O)C2)c1 (stereo not drawn)	1.8%
CCc1ccccc1NC(=O)Cn1c(=O)n(Cc2ccco2)c(=O)c2sc3ccccc3c21	-8.3%
Cc1ccc(NC(=O)CN(C)C(=O)C2CSC3(C)CCC(=O)N23)cc1 (stereo not drawn)	-3.6%
Cc1ccc(-c2cc(C(=O)NCCc3ccccc3)c3ccccc3n2)cc1C	-1.1%
Cc1ccc(-c2nc3cc(Cl)ccc3o2)cc1NC(=O)c1cc([N+](=O)[O-])ccc1N1CCOCC1	2.6%
CCC(=O)N1CCc2cc(Br)cc(S(=O)(=O)CCC(=O)N3CCN(c4ccc(OC)cc4)CC3)c21	1.5%
CC(C)n1c(=O)c2ccccc2n1CC(=O)N1CCOCC1	6.0%
Cc1ccc(C)c(NC(=O)CCS(=O)(=O)c2cccc3nsnc23)c1	5.1%
Cc1ccc(CS(=O)Cc2ccc(C(=O)NCCCc3ccccc3)o2)cc1 (stereo not drawn)	-12.2%
Cc1ccc(Cc2c(-c3ccc(C#N)cc3)nc3ccc(Br)cn23)cc1	-0.1%
COc1cc(C(=O)OCc2csc(CC(=O)Nc3cc(C)ccc3C)n2)ccc1OC(F)F	-2.1%
Cc1cc(C)n(-c2nc3ccccc3nc2N2CCN(c3cccc(C)c3C)CC2)n1	-8.8%
COc1ccc(-c2ccc3c(N)c(C(=O)Nc4ccc(C(F)(F)F)cc4)sc3n2)cc1OC	2.2%
CC1(C)CCC(=NNC(N)=S)CC1	0.9%
CCCCn1nnnc1C(c1cc2ccccc2o1)N1CCCC1 (stereo not drawn)	3.9%
COc1ccc(C(c2nnnn2Cc2ccccc2)N2CCC(n3c(=O)[nH]c4ccccc43)CC2)cc1 (stereo not drawn)	3.5%
Cc1noc(C)c1-c1ccc(C(=O)NCc2ccccc2)c2occc12	-1.8%
Nc1ccc(CCNc2ncnc3c2ncn3[C@@H]2O[C@H](CO)[C@@H](O)[C@H]2O)cc1	-0.2%
CCOc1ccc(OCC)c(NC(=O)c2cc(S(=O)(=O)N3CCCC3)cn2C)c1	-1.3%
COc1cccc(CN2C(=O)CN(C3CCCCC3)C(=O)C2c2ccc(OC)c(OC)c2)c1 (stereo not drawn)	-0.7%
c1ccc(CCn2cccc2)nc1	0.3%
COc1ccc(NC(=O)c2oc3ccccc3c2NC(=O)c2cc(OC)c(OC)c(OC)c2)cc1	6.6%
COc1ccc2oc(=O)c(C(=O)N3CCN(c4cc(Cl)ccc4Cl)CC3)cc2c1	-9.6%
COc1ccc(-n2ccn(Cc3ccccc3Cl)c(=O)c2=O)cc1OC	1.5%
Nc1nonc1-c1nc2ccccc2n1Cc1ccc(Br)cc1	0.2%
COCCNC(=O)c1cnc2sc(N3CCCCC3)nn2c1=O	-2.3%
CCOC(=O)c1c(NC(=O)COc2ccc(C(C)(C)C)cc2)sc2c1CCCC2	-8.3%
COc1ccc(NC(=O)CC2C(=O)N(c3ccc(C)cc3)C(=O)N2Cc2cccnc2)cc1 (stereo not drawn)	0.3%
CCN1C[C@@]2(COC)C3[C@@H](OC)[C@H]4[C@@H]1[C@@]3(C1C[C@H]3[C@H](OC(C)=O)C1[C@]4(OC(C)=O)C[C@H]3OC)[C@@H](OC)C[C@H]2OC(C)=O (stereo partly drawn)	2.3%
Cc1cccc(-c2nnn3c2nc(NCc2ccccc2)c2ccccc23)c1	-0.7%
COc1cccc(N2CC(NC(=O)C(c3ccccc3)c3ccccc3)CC2=O)c1 (stereo not drawn)	1.6%
CCCCC(CC)CNC(=O)CCCc1nnc2n(CCC)c(=O)c3sccc3n12 (stereo not drawn)	0.2%
Cc1ccc2c(CNCc3cccs3)c(C(=O)O)n(Cc3ccc(F)cc3)c2c1	-11.7%
Cc1ccc(-n2ccn(CC(=O)c3ccc(F)cc3)c(=O)c2=O)cc1C	6.4%
CN(C)c1ccc(CNC(=O)C2CCN(S(=O)(=O)c3cn(C)cn3)CC2)cc1	-1.8%
CCC(=O)N1CCCc2cc(S(=O)(=O)N3CCC(C(=O)Nc4ccc(C#N)cc4)CC3)ccc21	0.3%
CCS(=O)(=O)N1CCc2cc(C(=O)Nc3ccc(C(=O)OC)cc3)ccc21	-1.8%
CCN(C(=O)CSc1nnc(-c2ccc(OC)cc2)n1N)c1c(N)n(Cc2ccccc2)c(=O)[nH]c1=O	-6.7%
COc1ccccc1C1CC(=O)N(c2cccc(C(F)(F)F)c2)C2=C1C(=O)OC2 (stereo not drawn)	-1.0%
Cc1cc(C)cc(NC(=O)CCS(=O)(=O)c2cc3c4c(c2)CCN4C(=O)CC3)c1	-0.5%
O=C1C2C3C=CC(C3)C2C(=O)N1c1ncc([N+](=O)[O-])s1 (stereo not drawn)	24.6%
CCN(CC)C(=O)Cn1c(SCC(=O)Nc2ccc(F)cc2)nc2ccccc21	1.0%
COc1cccc(-c2cnc3cccnn23)c1	-3.5%
CCOC(=O)c1c(NC(=O)c2nc(SC(C)C)ncc2Cl)sc2c1CCCC2	-1.4%
COc1ccc(CNC(=O)c2c3c(nc4ccccc24)C(=O)N(C2CCCCC2)C3)cc1	-1.4%
CCOC(=O)c1cc(-c2ccccc2)n(CC(=O)Nc2cc(Cl)c(OC)cc2OC)c1C	2.8%
O=c1c(S(=O)(=O)c2cccc(Cl)c2)cn(Cc2ccccc2)c2cc(N3CCOCC3)c(F)cc12	4.6%
CC(=O)NCCNc1nc2cc(-c3cnn(CCC(C)C)c3)sc2c(=O)n1C	-4.3%
Clc1ccc2nc(C3CCCCC3)c(Cc3ccsc3)n2c1	-2.8%
CCOC(=O)CCCCCC(=O)Nc1ccc2c(c1)C(=O)N([C@H](C)CO)C[C@H](C)[C@H](CN(C)C(=O)C1CCCCC1)OCCCC[C@@H](C)O2	-5.4%
COc1ccccc1CNC(=O)c1cc(-c2ccccc2)n[nH]1	-2.0%

The results go on.
SMILES	TbPYK inhibitor
C/C(Nc1ccc(Cl)c(Cl)c1)=C1/CCOC1=O	4.3%
CCOc1ccccc1NC(=O)Cn1c(=O)n(Cc2ccccc2)c(=O)c2cccnc21	-2.9%
Cc1ccc2c(c1)c(=O)c(C(=O)c1ccccc1)cn2Cc1ccccc1F	-6.6%
C/C(CCc1ccc2c(c1)OCO2)=N\N=C1\NC(=O)CC(C(=O)Nc2ccc(C(=O)O)cc2)S1 (stereo not drawn)	-2.9%
CCCS(=O)(=O)NC(=O)C1(C)CCN(C(=O)c2cc(C)on2)C1 (stereo not drawn)	-3.1%
S=C(NCc1ccco1)NCc1ccco1	?
Fc1ccc(NC(=S)SCc2ccc3c(c2)OCO3)cc1F	-2.8%
CC(=O)Nc1ccc2c(c1)Cc1c-2cc(Cl)c(NC(C)=O)c1Cl	3.6%
CCOc1cc(C(Nc2cc(C)ccn2)c2ccc3cccnc3c2O)ccc1OC (stereo not drawn)	53.6%[activator]
Cc1cc(OCC(=O)N(Cc2ccc(N(C)C)cc2)CC2CCCO2)ccc1Cl (stereo not drawn)	-18.9%
Cc1noc(C)c1NC(=O)N(C)C[C@@H]1OCc2ccccc2-c2c(n(C)c3ccccc23)C(=O)N([C@H](C)CO)C[C@H]1C	1.2%
CCCCN1C(=O)C(C#N)CC2=C1CC(C)(C)CC2=O (stereo not drawn)	-2.3%
CCc1ccc(CN(Cc2ccco2)c2cnc(S(C)(=O)=O)nc2C(=O)Nc2ccc(C)c(Cl)c2)cc1	2.5%
CC(=O)OC1=C(C(C)=O)N(Cc2ccccc2)S(=O)(=O)c2ccccc21	-0.7%
CCCNC(=O)C1(C)CCN(C(=O)c2ccccc2OC(F)(F)F)C1 (stereo not drawn)	0.0%
CCS(=O)(=O)N1CCC(C(=O)NCCC(C)C)CC1	-0.5%
O=C(c1ccccc1F)N1CCC2CC1c1cc(N3CCCCC3)ccc12 (stereo not drawn)	1.3%
NC(c1ccccc1)c1csc(NC(=O)Nc2ccc(OC(F)(F)F)cc2)n1 (stereo not drawn)	-8.1%
COc1cc(/C=C(\CC(=O)O)c2nc3ccccc3s2)ccc1OCC(=O)Nc1ccccc1F	7.9%
O=C1N[C@@H](Cc2ccccc2)C(=O)N2[C@H]1C[C@]1(Br)c3ccccc3N(S(=O)(=O)c3ccc(F)cc3)[C@H]21	-3.1%
COc1ccc(NC(=O)N2CCN3CCCCC3C2)cc1OC (stereo not drawn)	3.3%
CCCSc1ncc(Cl)c(C(=O)Nc2ccc(S(=O)(=O)N(C)c3ccccc3)cc2)n1	4.1%
CC(C)NC(=O)CN1C(=O)CCn2nc(-c3cn(C)c4ccccc34)cc21	0.3%
O=C(NCc1cc2ccccc2[nH]1)C1CCC(=O)N(CC2CCCCC2)C1 (stereo not drawn)	-6.6%
